HT1080 IDH1KD tx = HT-1080 IDH1 knockdown cell toxicity (counter line); HT-1080 IDH1 knockdown viability, ATP luminescence, 48 h; Potency, µM (series often up to 46.1 µM), for the others: top-dose activity, negative = toxicity, most hits filed as cytotoxic; 2% of 360,000 active;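 further: potency means the concentration at half of the fitted maximal effect; 0% = DMSO wells and -100% = cell-free medium wells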
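Cytotoxicity counter-line: IDH1KD HT-1080, 48 h, CellTiter-Glo. Curves classed by r2, magnitude and activity.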
KB-3-1 tox = kills parental KB-3-1 adenocarcinoma cells. 1.4% of 400,000 active. KB-3-1 viability, CellTiter-Glo ATP luminescence, 72 h. AID 1347075. Potency, µM (titrated, usually from 46.1 µM), without a hit: at the top dose activity change, negative = cytotoxic, most hits filed as cytotoxic; further: potency means the concentration at half of the fitted maximal effect; on the % scale 0 is the no-effect control and ±100 the full control effect; nearly all actives have a fitted effect of over 60% in size
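KB-3-1 cells, DMEM (no phenol red) + 10% FBS; compound by pin transfer, 72 h, 37 °C. Readout: CellTiter-Glo luminescence after 10 min. Data normalized, curve-fitted.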
D3 ag = activates the human D3 dopamine receptor | max activation, % | 0.58% of 410,000 active | D3R DiscoveRx beta-arrestin cells, luminescence, 90 min | AID 652048; in the data active means max activation above about 30%; further: 0% is about no effect; mostly tested at two doses, the higher about 12 µM
Target sequence (P35462 whole entry, looked up): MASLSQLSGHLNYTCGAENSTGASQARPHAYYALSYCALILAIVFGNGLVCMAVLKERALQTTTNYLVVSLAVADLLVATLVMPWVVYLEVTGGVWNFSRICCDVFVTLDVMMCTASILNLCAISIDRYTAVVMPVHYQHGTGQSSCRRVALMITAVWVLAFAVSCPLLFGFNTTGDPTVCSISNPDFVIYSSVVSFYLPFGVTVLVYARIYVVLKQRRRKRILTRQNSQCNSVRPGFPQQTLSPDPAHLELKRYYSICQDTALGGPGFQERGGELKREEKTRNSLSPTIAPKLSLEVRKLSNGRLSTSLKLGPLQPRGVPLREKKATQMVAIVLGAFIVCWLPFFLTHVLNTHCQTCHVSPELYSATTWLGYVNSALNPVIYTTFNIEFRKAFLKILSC
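Cells at 1500/well, incubated overnight, then treated with pinned compounds (dopamine as control) for 90 min at 37 degrees C. DiscoveRx reagent added for 30 - 60 minutes at room temperature; luminescence read.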
SW480 rereplic = inducers of DNA re-replication in SW480 colon cancer cells | SW480 DNA re-replication, Hoechst DNA content imaging, 48 h | Potency, µM (titrated, usually from 46.1 µM), for the others: top-dose re-replication activation, hits mostly activators | 1.8% of 340,000 active; further: potency means the concentration at half of the fitted maximal effect; % of control where 0% means no effect; nearly all actives have a fitted effect of over 55% in size
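Image-based DNA-content assay: after two days of treatment, nuclei were labelled with the DNA dye Hoechst and imaged, and hits were compounds raising the count of nuclei showing high fluorescence intensity.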
IL-1B inflam inh = inhibitors of inflammasome signaling (IL-1 beta secretion). THP-1 LPS/ATP IL-1B secretion, AlphaLISA, 16 h; active compounds read low. activity change, % at 57.5 µM. 4.7% of 360,000 active. AID 743279; in the data active means activity change below about -50%; inconclusive means mostly about -30% to -49%; further: on the % scale 0 is the no-effect control and ±100 the full control effect
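THP-1 cells pretreated 1 hr with compounds (up to 57.5 uM final), then stimulated with LPS (250 ng/mL final) plus ATP (1.25 mM final); secreted IL-1B measured by AlphaLISA after 16 hr, decreased signal indicating inhibition.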
HT1080-NT tox = kills 2HG-producing HT-1080-NT fibrosarcoma cells; Potency, µM (titrated, usually from 46.1 µM), inactives show at the highest dose activity, negative = less viability, usual class: cytotoxic; HT-1080-NT fibrosarcoma viability, CellTiter-Glo ATP luminescence, 48 h; AID 686970; 1.6% of 360,000 active;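 further: NT is the 2HG producing partner of a matched IDH1 knockdown line; potency means the concentration at half of the fitted maximal effect; 0% = DMSO-treated cells and -100% = media-only wells without cells; nearly all actives have a fitted effect of over 55% in size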
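HT-1080-NT fibrosarcoma cells (2HG-overproducing), 750 cells/well in RPMI with 5% FBS, dosed after 2 h and incubated 48 h at 37C. CellTiter-Glo luminescence normalized to DMSO and no-cell wells; concentration-response curves fitted and classed.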
D3 antag = antagonists of human D3 dopamine receptor | max response, negative = inhibition, % | P35462 | D3R cells, DiscoveRx beta-arrestin luminescence, antagonist mode; active compounds read low | 2.5% of 360,000 active; in the data active means max response below about -50%; inconclusive means no clear call, values can overlap the other calls; further: on the % scale 0 is the no-effect control and ±100 the full control effect; mostly tested at two doses, the higher about 12 µM
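Cells plated overnight at 1500 cells/well, then exposed to library compounds with dopamine controls for 90 minutes at 37 degrees C. DiscoveRx reagent added for 30–60 minutes at room temperature; luminescence read, quantitative HTS format.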
GLP1R ag = agonists of human GLP-1 receptor. P43220. HEK293 GLP-1R CRE-luciferase, luminescence, 4-6 h; cells express a hypersensitive GLP-1R form. Potency, µM (titrated, usually from 45.6 µM), inactives show at the highest dose activation, hits mostly activators. 0.007% of 380,000 active. AID 624172; further: potency means the concentration at half of the fitted maximal effect; % of control where 0% means no effect
Target sequence (P43220 whole entry, looked up): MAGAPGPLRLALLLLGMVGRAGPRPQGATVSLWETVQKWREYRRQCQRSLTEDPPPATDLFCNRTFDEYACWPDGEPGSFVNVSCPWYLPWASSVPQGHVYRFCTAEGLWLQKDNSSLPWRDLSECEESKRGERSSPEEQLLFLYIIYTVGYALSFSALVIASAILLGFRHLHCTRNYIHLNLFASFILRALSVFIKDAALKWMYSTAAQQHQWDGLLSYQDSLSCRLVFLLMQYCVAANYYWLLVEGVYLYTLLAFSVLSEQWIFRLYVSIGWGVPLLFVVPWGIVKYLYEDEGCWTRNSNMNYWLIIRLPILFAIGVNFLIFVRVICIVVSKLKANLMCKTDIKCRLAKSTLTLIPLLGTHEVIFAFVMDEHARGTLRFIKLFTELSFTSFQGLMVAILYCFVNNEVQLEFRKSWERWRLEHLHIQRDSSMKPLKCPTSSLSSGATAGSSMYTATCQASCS
KB-V1 MDR tox = kills drug-selected multidrug resistant KB-V1 cells. KB-V1 MDR cells viability, CellTiter-Glo, 72 h. Potency, µM (series often up to 46.1 µM), without a hit: at the top dose activity change, negative = cytotoxicity, hits mostly cytotoxic. 3.4% of 400,000 active. AID 1347076; further: potency means the concentration at half of the fitted maximal effect; on the % scale 0 is the no-effect control and ±100 the full control effect; nearly all actives have a fitted effect of over 60% in size
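Luminescent ATP read-out (CellTiter-Glo, 10 min) measures survival of drug-selected KB-V1 MDR cells after 72 h, 37 degrees C compound exposure. Medium: phenol-red-free DMEM, 10% FBS. Values from fitted concentration-response curves.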
* marks the source's active call; other numbers are inactive results; ? = inconclusive; · = not tested or not shown; & = joins results of further samples; [ ] = dose if it differs, or a comment. Unless noted, the call rests on the fitted dose curve; in most records, active means well fitted curve in the direction sought with a large enough effect; inconclusive means small, poorly fitted or top-dose-only effect, or another doubt; inactive means no such curve, though single readings can be large; an effect the other way counts as inactive or inconclusive. This is a random part of the collection; overall some 12% were active at least once.

SMILES | HT1080 IDH1KD tx | KB-3-1 tox | D3 ag | SW480 rereplic | IL-1B inflam inh | HT1080-NT tox | D3 antag | GLP1R ag | KB-V1 MDR tox
CC(Oc1cccc(NC(=O)c2cccs2)c1)C(=O)c1ccccc1 (configuration not stated) | -11% | -7% | -2 | -4% | -60* | -6% | -1 | 12% | ?
O=c1c2sc3ccccc3c2n(Cc2cccc(Cl)c2)c(=O)n1Cc1ccccc1 | · | -6% | -1 | · | · | · | · | -1% | 5%
O=C1c2ccccc2C(=O)N1CCC(c1ccccc1)c1ccco1 (configuration not stated) | -25% | 0% | -1 | ? | 11 | -16% | -19 | 27% | 0%
COc1ccc(/C=C/C(=O)OCC(=O)NC2CCCC(C)C2C)c(OC)c1 (configuration not stated) | -3% | 0% | -2 | -7% | 12 | 3% | -1 | -1% | ?
CN(C)CCn1c(SCc2ccccc2C#N)nc2c(sc3ccccc32)c1=O | 1% | 1% | 1 | -11% | -6 | -3% | 22 | 6% | -16%
Nn1c(SCC(=O)Nc2ccc(F)cc2F)nnc1C1CCCCC1 | 14% | 13% | 0 | 3% | 2 | 5% | 7 | -4% | 14%
O=C(CSc1nc2ccccc2c(=O)n1-c1ccccc1Cl)NC1CCS(=O)(=O)C1 (configuration not stated) | -11% | 0% | -1 | -23% | 4 | -6%[9.24 µM] | -3 | 4% | ?
CCCNC(=O)C1CCN(c2ccc(S(=O)(=O)N3CCOCC3)cc2Cl)CC1 | 3% | 0% | 2 | 1% | 0 | 5% | -11 | -1% | ?
COc1ccc(-c2cc(C(=O)Nc3ccc(C)cc3)no2)cc1 | 23% | 0% | 14 | -1% | -13 | 4% | -20 | -10% | 17%
CSc1nc(Cl)cc(Nc2ccc(O)cc2)n1 | 13µM* | -22% | -6 | 1% | 16 | 16µM* | -15 | 21% | -24%
Cc1cc(C)cc(NC(=O)N2CCCN(c3c(Cl)cncc3Cl)CC2)c1 | 10% | ? | -2 | -4% | 3 | ? | -17 | 6% | 6%
CCCCOc1ccc(-c2nnn(CC(=O)c3c[nH]c4ccccc34)n2)cc1 | 0% | -7% | 17 | 0% | 0 | 8% | 11 | -8% | 4%
CC1CN(C(=S)Nc2ccc(Br)cc2Cl)CC(C)O1 (configuration not stated) | -10% | · | 3 | 4% | -1 | -4% | -2 | 1% | ·
CCC(C(=O)Nc1ccc(N2CCOCC2)c(S(=O)(=O)Nc2ccccc2OC)c1)c1ccccc1 (configuration not stated) | -8% | -5% | -10 | 12% | -2 | -8% | -14 | 7% | -20%
S=C(c1ccc2c(c1)OCO2)N1CCCCCC1 | 23% | -2% | -25 | -2% | -1 | 4% | 18 | -2% | -24%
Cc1cccc(OCCN2CSC(=S)N(C)C2)c1 | ? | 8.2µM* | -6 | ? | -96* | 18µM* | -9 | -1% | 10µM*
CCOCc1nnc(NC(=O)c2ccco2)s1 | 30% | 4% | 0 | -9% | -5 | 20% | 13 | -10% | 18%
C=C(CCC(=O)c1ccccc1)C(=O)c1ccccc1 | ? | ? | -14 | ? | -83* | 26µM* | -54* | -24% | ?
O=C(CCN1C(=O)c2ccccc2C1=O)N(CCO)Cc1ccccc1 | 3% | -1% | 0 | -2% | 7 | 4% | 17 | ? | 2%
CCn1c(SCC(=O)N/N=C/C=C/c2ccco2)nc2ccccc21 | -3% | 6% | 2 | 16µM* | 0 | -4% | 0 | 1% | -19%
CC(C)N(Cc1ccccc1)C(=O)COC(=O)c1ccc(O)cc1 | 0% | 8% | -6 | -5% | 21 | 5% | -12 | -3% | -25%
COc1ccc(Cc2c(O)nc[nH]c2=O)cc1 | -3% | -1% | 1 | -4% | 4 | 7% | 23 | 21% | 11%
O=C(Nc1nc2ccccc2[nH]1)c1ccccc1O | -8% | 18% | 0 | ? | 23 | -17% | 1 | -1% | -5%
O=C(Nc1ccc(Br)cn1)c1cccc(S(=O)(=O)N2CCCC2)c1 | -1% | -3% | 2 | -5% | -22 | -13% | 12 | 15% | 3%
Cc1cccc(N2CCN(c3ccc(NC(=O)/C=C(/C(=O)O)c4ccccc4)cc3)CC2)c1 | 4% | 13% | -5 | -1% | -24 | 5% | -28 | -23% | ?
Cn1nnnc1SCC(=O)Nc1ncc(C(F)(F)F)cc1Cl | -2% | 19% | -3 | 1% | 22 | 3% | 23 | 0% | 7%
O=C(Cn1nnc(-c2ccccc2F)n1)Nc1ccc2c(c1)OCCO2 | -23% | 6% | 4 | -11% | -10 | -5% | 8 | 10% | 18%
Nc1c(C(=O)O)cnn1-c1ccc([N+](=O)[O-])cc1 | ? | 0% | -2 | 16% | 24 | -16% | -4 | 7% | -1%
CCOc1c(Nc2ccc(C(C)C)cc2)c(=O)c1=O | 0% | -1% | 2 | 5% | 2 | 7% | 14 | 4% | 3%
N#Cc1c(N)nc2c3c(sc(=N)c2c1N)NC(=O)CC3c1ccccc1Cl (configuration not stated) | ? | ? | -2 | ? | 36 | ? | ? | 1% | 0%
O=C(CCNS(=O)(=O)c1ccc(OC(F)(F)F)cc1)N1CCN(S(=O)(=O)c2cccc(F)c2)CC1 | -10% | -1% | 0 | -4% | 0 | -9% | 12 | -3% | -17%
Cc1ccc(C(=O)Nc2sc3c(c2C(=O)O)CCCCC3)o1 | 18µM* | 16µM* | 1 | -3% | 0 | 21µM* | -19 | -13% | ?
CCN(CC)S(=O)(=O)c1cccc(NC(=O)COC(=O)c2cccs2)c1 | 8% | 2% | 5 | 0% | -12 | 4% | 9 | -2% | 0%
Cc1ccc(CNS(=O)(=O)NCc2ccccc2)cc1 | -1% | 4% | -7 | -5% | 7 | -6% | -9 | -1% | -3%
O=S(=O)(Nc1ccc(N2CCCCC2)cc1)c1cccs1 | 0% | -11% | -5 | -1% | -7 | 11% | -5 | 17% | 0%
Cc1ccccc1Cn1c2ccccc2c2cnn(CC(=O)NCCCN3CCOCC3)c(=O)c21 | ? | -2% | -11 | -17% | -72* | ? | -18 | 9% | 3%
CCOc1ccccc1NC(=O)CSc1nnc(NC(=O)c2ccco2)s1 | -4% | -2% | -5 | -3% | -7 | 0% | 0 | 7% | -17%
COc1ccc(-c2[nH]ncc2CN(C)CC2CCCCO2)cc1F (configuration not stated) | 1% | 2% | 0 | 17% | 0 | -4% | -14 | 5% | 3%
COc1ccc(S(=O)(=O)N2CCOCC2)cc1NC(=O)COC(=O)C1CC2CCCC(C1)C2=O (configuration not stated) | 24% | 1% | -4 | -11% | 6 | 26% | -10 | 4% | 13%
CCc1nc(SCC(=O)O)c(C#N)cc1C | 11% | 2% | 5 | -22% | 14 | 13% | 7 | 1% | -1%
CCOC(=O)N1CCN(C(=O)COc2ccc(S(=O)(=O)NC3CCCCC3)cc2C)CC1 | -10% | ? | 5 | -1% | 1 | -11% | 17 | 1% | -5%
CCN(CC)S(=O)(=O)c1cc([N+](=O)[O-])ccc1N=Nc1c(O)[nH]c2ccccc12 | 26% | 11% | 4 | 1% | 0 | 0% | -1 | -7% | ?
Cc1cc(C)c2cc(C#N)c(N3CCCN(C(=S)NCCCN(C)C)CC3)nc2c1 | ? | ? | -12 | ? | -56* | ? | 3 | 17% | ?
Cc1ccc(-n2nnnc2SCC(=O)Nc2sccc2C#N)cc1 | -10% | -1% | -4 | ? | 0 | -6% | ? | 7% | 18µM*
CCCC12CN(C(=O)c3ccco3)CC(CCC)(CN(C(=O)c3ccco3)C1)C2=O | 1% | 1% | 4 | -9% | 6 | 9% | -5 | 6% | ?
Cn1cccc1-c1cc(C(=O)N/N=C/c2ccc(Cl)cc2)[nH]n1 | ? | 2% | -11 | -6% | -19 | ? | ? | 8% | ?
Cc1nc(-n2ncc(C#N)c2N)c2c3c(sc2n1)CCC3 | 0% | -7% | -1 | -4% | 26 | 3% | 17 | 1% | -9%
COc1cc(CCCN2C(=O)C(=O)NC[C@H]2Cc2cccc3ccccc23)cc(OC)c1OC | 8% | 0% | -2 | -11% | ? | 7% | 25 | 7% | 25%

Part of the list above, with values under each structure.
Below each SMILES: HT1080 IDH1KD tx, KB-3-1 tox, D3 ag, SW480 rereplic, IL-1B inflam inh, HT1080-NT tox, D3 antag, GLP1R ag, KB-V1 MDR tox
- Cn1cccc1-c1cc(C(=O)N/N=C/c2ccc(Cl)cc2)[nH]n1
  ?, 2%, -11, -6%, -19, ?, ?, 8%, ?
- CCc1nc(SCC(=O)O)c(C#N)cc1C
  11%, 2%, 5, -22%, 14, 13%, 7, 1%, -1%
- COc1ccc(S(=O)(=O)N2CCOCC2)cc1NC(=O)COC(=O)C1CC2CCCC(C1)C2=O (configuration not stated)
  24%, 1%, -4, -11%, 6, 26%, -10, 4%, 13%
- CCCC12CN(C(=O)c3ccco3)CC(CCC)(CN(C(=O)c3ccco3)C1)C2=O
  1%, 1%, 4, -9%, 6, 9%, -5, 6%, ?

The results go on.
SMILES | HT1080 IDH1KD tx | KB-3-1 tox | D3 ag | SW480 rereplic | IL-1B inflam inh | HT1080-NT tox | D3 antag | GLP1R ag | KB-V1 MDR tox
Cc1cccc(N2CCN(S(=O)(=O)c3c(C)nc4scc(C)n4c3=O)CC2C)c1 (configuration not stated) | -25% | -2%&-25% | 3&-4 | -10% | 16 | -4% | 2 | 22% | ?
CCC(=NNc1ccc([N+](=O)[O-])cc1[N+](=O)[O-])c1ccccc1 | 0% | -2% | -8 | · | 11 | 0% | -16 | -2% | -2%
Cc1cc(C)c(S(=O)(=O)c2ccccc2C)c(OCC(C)(C)C)n1 | -22% | ? | -3 | 18% | -24 | -24% | -5 | -19% | ?
CCOc1ccc(Nc2cc(C)c(C#N)c3nc4ccccc4n23)cc1 | · | -1% | 3 | · | · | · | · | 0% | 0%
Cc1cc(/C=C2\C(=O)NN(c3ccccc3)C2=O)c(C)n1-c1ccccc1O | -21% | 8% | -10 | -17% | 0 | -5% | ? | 8% | 8%

Compound activity: PubChem BioAssay, National Center for Advancing Translational Sciences (NCATS)
